Compound activity from PubChem.
influenza NS1A: H1N1 influenza NS1A inhibitors, functional cell based assay (AID 504329) | inhibition, % at 12.5 µM, or IC50 in µM where a hit was titrated | actives 0.3% (n = 340,000) | NS1A functional cell-based assay, percent inhibition; higher % means a stronger effect; in the data active = a potency from the dose series; inconclusive = inhibition above about 27% without an active follow-up result; also: strong numbers were not always called active
PhoP GFP inhibition: Inhibition of PhoP regulon, Salmonella typhi GFP reporter cells, confirmation, 4 h (AID 1850); one-dose inhibition, % at 50 µM; IC50 in µM for titrated hits; actives 0.33% (n = 310,000); Salmonella Typhi PhoP-promoter GFP reporter, fluorescence, 4 h; higher % means a stronger effect; in the data active = a potency from the dose series; inconclusive = inhibition mostly from about 25% at the one dose, without a potency; inactive = the rest, 99 in 100 with inhibition below about 19%;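 also: 0% = induced wells with vehicle and 100% = uninduced wells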
M. tuberculosis HTS: M. tuberculosis growth inhibition, HTS (AID 449762); M. tuberculosis H37Rv growth inhibition, 7H9 media; higher % means a stronger effect; inhibition, % at 25 µM, or IC50 in µM where a hit was titrated; actives 0.59% (n = 330,000); in the data active = a potency from the dose series; inconclusive = inhibition above about 70% without an active follow-up result;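 also: bacterial growth assessed after seven days of incubation; strong numbers were not always called active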
M. tuberculosis: growth inhibition of non-replicating M. tuberculosis (AID 488890); one-dose inhibition, % at 25 µM; IC50 in µM for titrated hits; actives 0.39% (n = 320,000); Mycobacterium tuberculosis non-replicating, growth inhibition; higher % means a stronger effect; in the data active = a potency from the dose series; inconclusive = inhibition mostly from about 82% at the one dose, without a potency; inactive = the rest, 99 in 100 with inhibition below about 76%;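 also: plate controls were DMSO cells for no effect and high antibiotic wells for full effect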
VEEV TC-83 Vero: inhibitors of VEEV TC-83 cytopathic effect, confirmation, Vero cells (AID 588727) | Vero cells, VEEV TC-83 cytopathic effect inhibition; higher % means a stronger effect | actives 0.13% (n = 350,000) | one-dose inhibition, % at 20 µM; IC50 in µM for titrated hits; in the data active = a potency from the dose series; inconclusive = inhibition mostly from about 14% at the one dose, without a potency; inactive = the rest, 99 in 100 with inhibition below about 12%; also: strong numbers were not always called active
* = called active by the depositor; i = inactive; ? = inconclusive; . = not tested or not shown.

Molecule	influenza NS1A	PhoP GFP inhibition	M. tuberculosis HTS	M. tuberculosis	VEEV TC-83 Vero
CN(C)S(=O)(=O)c1ccc(NC(=O)COc2ncnc3sccc23)cc1	6%	0%	1%	14%	i
COc1ccccc1NCC(=O)n1nc(C)cc1C	9%	3%	2%	7%	2.9%
CC(C)C[C@H](NC(=O)c1nc[nH]c1C(=O)N(C)Cc1ccccc1)C(=O)OC(C)(C)C	-13%	6%	4%	73%	0.4%
O=C1CCCC2=C1C(c1cccc(Br)c1)n1nc(-c3ccco3)nc1N2 (configuration not stated)	-1%	.	3%	.	8.6%
COCCN1CCN(c2c3c(nc4cc(-c5cccc(F)c5)nn24)CCC3)CC1	-3%	-9%	4%	11%	9.3%
COc1ccc(N(C(=O)Cn2cnc3ccccc32)C(C(=O)NC2CCCCC2)c2ccccc2)cc1 (configuration not stated)	4%	-8%	1%	68%	1.5%
CCc1ccc(CN(C)C(=O)c2ccc3c(c2)OCCO3)cc1	14%	17%	2%	22%	0.2%
NC(=O)CC(NC(=S)NCc1ccccc1)C(=O)O (configuration not stated)	1%	-1%	2%	24%	2.8%
CCS(=O)(=O)N1CCN(C(C)CCc2ccccc2)CC1 (configuration not stated)	5%	-6%	-7%	-10%	0.1%
COCc1nc2oc3ccccc3c(=O)c2cc1C(=O)OC	-2%	-13%	4%	-16%	0.6%
Cc1nnc(NC(=O)c2ccc(S(=O)(=O)N3CCc4ccccc4C3)cc2)o1	-8%	-7%	7%	?	7.4%
COc1ccc(Br)c(C(=O)N2CCN(S(=O)(=O)/C=C/c3ccccc3)CC2)c1	5%	5%	11%	.	0.4%
COc1ccccc1/C=C/C=N/n1c(-c2cc(-c3ccccc3)n[nH]2)n[nH]c1=S	-13%	3%	7%	-1%	7.6%
O=S(=O)(Nc1ccc(Br)cc1)c1cccc(NC(=S)NCCN2CCOCC2)c1	9%	9%	-1%	29%	1.2%
CCOc1ccccc1Oc1coc2cc(OC(=O)c3ccco3)ccc2c1=O	13%	-1%	4%	33%	3.5%
CN1CCN(CCOC2Cc3ccccc3Sc3ccc(Cl)cc32)CC1 (configuration not stated)	32%	-19%	4%	73%	4.8%
COc1cccc(/C=C(\C#N)C(=O)NC2CCS(=O)(=O)C2)c1 (configuration not stated)	0%	-8%	-6%	-11%	i
CCN(CC(=O)NCc1ccc(Cl)cc1)C(=O)CSCC(=O)Nc1cccc(C)c1	-6%	-7%	-13%	5%	1.9%
O=C(Nc1cccc(-c2cnc3ccccc3n2)c1)c1ccc(Cl)cc1	-1%	11%	5%	-4%	i
COc1ccc(CN2C(=O)[C@@H]3C(c4ccccc4Cl)=NO[C@@H]3C2=O)cc1	-11%	15%	-11%	-24%	0.0%
CCCOC(=O)CCCC[C@H]1SC[C@@H](NC(=O)OC)[C@H]1NC(=O)OC	-4%	2%	8%	2%	4.1%
CCC(C)NS(=O)(=O)c1ccc(OCC(=O)NCC2CCCO2)cc1 (configuration not stated)	2%	-6%	1%	4%	2.0%
COc1ccccc1NCCC(=O)O	13%	5%	9%	-15%	1.7%
CCOC(=O)c1cccc(NC(=O)c2ccc(-n3cnnn3)cc2)c1	6%	.	-4%	-18%	1.4%
Cc1cccc(N2CCN(C(=O)NC(C)c3ccc(F)c(F)c3)CC2)c1C (configuration not stated)	-5%	0%	9%	11%	0.9%
COc1cc(/C=C/C(=O)Nc2cccnc2)cc(OC)c1OC	0%	-2%	1%	-2%	4.5%
CC(C)CSc1n[nH]c(=S)s1	-9%	-10%	-7%	52%	1.7%
O=C(NC1CCCCC1)N(CCN1CCCC1)Cc1cc2cc3c(cc2[nH]c1=O)OCCO3	6%	-2%	-3%	67%	3.0%
COc1ccccc1CNC(=O)COC(=O)c1ccc(S(=O)(=O)N2CCCCC2)cc1	-15%	.	-3%	5%	1.5%
Cc1ccc(Cn2cnc3ccccc32)cc1	-3%	0%	0%	35%	0.7%
Cc1cnc(C(=O)Nc2ccc(OC(F)(F)F)cc2)cn1	0%	1%	37%	?	0.7%
NS(=O)(=O)c1ccc(CNC(=O)c2ccc3c(=O)n4c(nc3c2)CCC4)cc1	-8%	-3%	3%	-5%	1.8%
C=C(Br)CN1[C@@H](Cc2ccccc2)[C@H](O)[C@@]23C=C[C@@H](C[C@@H]2S1(=O)=O)O3	-6%	.	9%	25%	i
O=C(Cn1cnc2ccccc2c1=O)NNC(=O)c1ccccc1	.	6%	3%	-6%	i
CN1C(=O)C2C(c3ccc(N(C)C)cc3)=NN(Cc3ccccc3)C2C1=O (configuration not stated)	10%	3%	-8%	14%	2.0%
O=C(NC1CCCCCC1)c1cccc(S(=O)(=O)N2CCOCC2)c1	3%	.	-10%	6%	1.5%
CC1CCCC(C)N1C(=O)CSc1nnc(COc2ccc(F)cc2)o1 (configuration not stated)	-4%	7%	-3%	23%	1.2%
CCC(C)C(=O)Nc1ccc(OC)cc1[N+](=O)[O-] (configuration not stated)	2%	-8%	2%	7%	0.4%
Cc1ccc2c(c1)[C@H]1[C@H](CO2)[C@H](c2ccccc2)[C@]2(C)C(=O)NCC(=O)N12	10%	.	-3%	.	0.8%
COc1ccc(OCCSc2nc3nc(C)cc(C)n3n2)cc1	10%	-6%	3%	-9%	2.4%
COc1cc(/C=C/C(=O)Nc2ccc(OC)c(S(=O)(=O)N3CCOCC3)c2)ccc1OC(F)F	-3%	.	4%	9%	9.0%
CCOc1ccc(NC(=O)C2CCC(CNc3c(N4CCCCC4)c(=O)c3=O)CC2)cc1 (configuration not stated)	4%	1%	1%	-11%	0.8%
Cc1cc(C)n(-c2nc(C)nc(N)n2)n1	-3%	0%	3%	1%	0.4%
CCOc1ccc(CCNC(=O)COC(=O)c2cccc(S(=O)(=O)N(C)C)c2)cc1OCC	-5%	.	.	.	0.8%
COc1ccc(OC)c(-c2csc(NC(=O)c3ccc4c(c3)OCO4)n2)c1	-4%	2%	-4%	4%	9.6%
Cc1cc([N+](=O)[O-])nn1CC(=O)NC1CCCCC1	-4%	7%	-3%	-13%	0.7%
NS(=O)(=O)c1ccc(CCNC(=O)C2CCC(Cn3c(=S)[nH]c4ccccc4c3=O)CC2)cc1 (configuration not stated)	-5%	-1%	2%	-9%	6.4%
CC(=O)Nc1cccc(NC(=O)CSc2nnc(Cc3cccn3C)n2-c2ccc(C)cc2)c1	8%	-2%	2%	22%	3.8%
CCOC(=O)c1ccc(NNC(=O)CC)c([N+](=O)[O-])c1	8%	9%	3%	4%	0.8%
CCOC(=O)c1c(NC(=O)C(C)NCc2ccco2)sc2c1CCC(C)C2 (configuration not stated)	-8%	0%	-8%	57%	3.8%
CC(C)OC(=O)CC(=O)CSc1nc2c(c(-c3cccs3)c1C#N)CCC2	-6%	-11%	8%	35%	0.1%
Cc1ccc(OCCNC(=O)c2ccc3ccccc3n2)cc1	8%	11%	1%	48%	0.2%
C/C(=N/NC(=O)c1ccc(Br)o1)c1cccs1	-14%	-8%	-7%	40%	2.2%
Cc1ccc(C)c(NC(=S)NNC(=O)c2ccco2)c1	11%	-4%	-4%	-19%	2.1%
CC(C)c1ccc(NC2CCCN(C(=O)c3ccncc3)C2)cc1 (configuration not stated)	-9%	-12%	0%	-5%	3.0%
Cc1cccc(OCCNC(=O)c2ccc(Cl)c(S(=O)(=O)NCc3cccnc3)c2)c1	-1%	.	-2%	16%	9.6%
CCN(CC)CCNC(=O)c1ccc(NC(=O)c2ccccc2-c2ccc(C(F)(F)F)cc2)cc1	6%	-5%	-4%	8%	9.2%
O=C(CSc1nnnn1-c1ccc(O)cc1)N1N=C(c2ccc3ccccc3c2)CC1c1ccccc1 (configuration not stated)	.	7%	-1%	7%	.
CCOC(=O)C1=C(C)OC(N)=C(C#N)C1c1cc2cc(C)ccc2nc1N1CCCCC1 (configuration not stated)	-6%	-18%	-5%	14%	5.7%
O=C(COc1ccc(-c2ccccc2)cc1)N/N=C/c1cc(O)ccc1Br	14%	0%	?	51%	1.9%

15 of these compounds in a different format:
The line under a structure holds: influenza NS1A	PhoP GFP inhibition	M. tuberculosis HTS	M. tuberculosis	VEEV TC-83 Vero
Cc1cc([N+](=O)[O-])nn1CC(=O)NC1CCCCC1
→ -4%	7%	-3%	-13%	0.7%
NS(=O)(=O)c1ccc(CCNC(=O)C2CCC(Cn3c(=S)[nH]c4ccccc4c3=O)CC2)cc1 (configuration not stated)
→ -5%	-1%	2%	-9%	6.4%
CC(=O)Nc1cccc(NC(=O)CSc2nnc(Cc3cccn3C)n2-c2ccc(C)cc2)c1
→ 8%	-2%	2%	22%	3.8%
CCOC(=O)c1ccc(NNC(=O)CC)c([N+](=O)[O-])c1
→ 8%	9%	3%	4%	0.8%
CCOC(=O)c1c(NC(=O)C(C)NCc2ccco2)sc2c1CCC(C)C2 (configuration not stated)
→ -8%	0%	-8%	57%	3.8%
CC(C)OC(=O)CC(=O)CSc1nc2c(c(-c3cccs3)c1C#N)CCC2
→ -6%	-11%	8%	35%	0.1%
Cc1ccc(OCCNC(=O)c2ccc3ccccc3n2)cc1
→ 8%	11%	1%	48%	0.2%
C/C(=N/NC(=O)c1ccc(Br)o1)c1cccs1
→ -14%	-8%	-7%	40%	2.2%
Cc1ccc(C)c(NC(=S)NNC(=O)c2ccco2)c1
→ 11%	-4%	-4%	-19%	2.1%
CC(C)c1ccc(NC2CCCN(C(=O)c3ccncc3)C2)cc1 (configuration not stated)
→ -9%	-12%	0%	-5%	3.0%
Cc1cccc(OCCNC(=O)c2ccc(Cl)c(S(=O)(=O)NCc3cccnc3)c2)c1
→ -1%	.	-2%	16%	9.6%
CCN(CC)CCNC(=O)c1ccc(NC(=O)c2ccccc2-c2ccc(C(F)(F)F)cc2)cc1
→ 6%	-5%	-4%	8%	9.2%
O=C(CSc1nnnn1-c1ccc(O)cc1)N1N=C(c2ccc3ccccc3c2)CC1c1ccccc1 (configuration not stated)
→ .	7%	-1%	7%	.
CCOC(=O)C1=C(C)OC(N)=C(C#N)C1c1cc2cc(C)ccc2nc1N1CCCCC1 (configuration not stated)
→ -6%	-18%	-5%	14%	5.7%
O=C(COc1ccc(-c2ccccc2)cc1)N/N=C/c1cc(O)ccc1Br
→ 14%	0%	?	51%	1.9%

Additional records:
Molecule	influenza NS1A	PhoP GFP inhibition	M. tuberculosis HTS	M. tuberculosis	VEEV TC-83 Vero
CCCCn1c(N)c(N(CCOC)C(=O)C2CCN(c3ncnc4sc(C)c(C)c34)CC2)c(=O)[nH]c1=O	-20%	5%	-6%	36%	7.7%
CCCCSc1nc2c(cc1C#N)CCC2	-7%	-2%	-5%	-4%	1.3%
COc1ccccc1OCCNC(=O)c1cc(=O)[nH]c2ccccc12	13%	11%	2%	18%	0.3%
CCOc1ccc(OCC)c(S(=O)(=O)n2cnc(C)c2)c1	-3%	2%	-10%	-4%	0.4%
O=c1c2ccccc2nc(SCc2nnc(-c3ccccc3)o2)n1-c1ccc(F)cc1F	-1%	-3%	-4%	13%	6.4%
COc1cc(F)ccc1CN1CCC(n2nccc2NC(=O)C2CCOC2)CC1 (configuration not stated)	-6%	3%	-3%	12%	1.6%
C=CCC1(CC=C)CCCN1C(=O)CC1C(=O)NCCN1Cc1ccc(OC)c(OC)c1 (configuration not stated)	-13%	-13%	3%	29%	1.0%
O=[N+]([O-])c1ccc(-c2nc(-c3cccs3)c(-c3cccs3)[nH]2)cc1	3%	-2%	22µM*	42%	8.4%
C/C(=N/NC(=O)c1ccco1)c1cccc(NC(=O)c2ccc(C)o2)c1	6%	8%	5%	?	1.6%
CSC1=NC2(C)CCCCC2C12C=CC(=O)C=C2 (configuration not stated)	-4%	29%	-4%	13%	9.4%
